# Screening results deposited in PubChem BioAssay by Icahn School of Medicine at Mount Sinai.
# RBX1-CUL1 inh = inhibitors of human ROC1-CUL1 ubiquitin ligase activity; in vitro K48 di-Ub FRET, acceptor:donor ratio, 45 min; inhibition, % at 10 µM; 140,000 tested, 0.6% active; in the data active = inhibition above about 25%
# Target sequence (P62877 whole entry, looked up): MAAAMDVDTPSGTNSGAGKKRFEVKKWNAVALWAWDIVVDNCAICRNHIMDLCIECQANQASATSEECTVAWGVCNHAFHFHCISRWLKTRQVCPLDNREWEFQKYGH
# Target sequence (Q13616 whole entry, looked up): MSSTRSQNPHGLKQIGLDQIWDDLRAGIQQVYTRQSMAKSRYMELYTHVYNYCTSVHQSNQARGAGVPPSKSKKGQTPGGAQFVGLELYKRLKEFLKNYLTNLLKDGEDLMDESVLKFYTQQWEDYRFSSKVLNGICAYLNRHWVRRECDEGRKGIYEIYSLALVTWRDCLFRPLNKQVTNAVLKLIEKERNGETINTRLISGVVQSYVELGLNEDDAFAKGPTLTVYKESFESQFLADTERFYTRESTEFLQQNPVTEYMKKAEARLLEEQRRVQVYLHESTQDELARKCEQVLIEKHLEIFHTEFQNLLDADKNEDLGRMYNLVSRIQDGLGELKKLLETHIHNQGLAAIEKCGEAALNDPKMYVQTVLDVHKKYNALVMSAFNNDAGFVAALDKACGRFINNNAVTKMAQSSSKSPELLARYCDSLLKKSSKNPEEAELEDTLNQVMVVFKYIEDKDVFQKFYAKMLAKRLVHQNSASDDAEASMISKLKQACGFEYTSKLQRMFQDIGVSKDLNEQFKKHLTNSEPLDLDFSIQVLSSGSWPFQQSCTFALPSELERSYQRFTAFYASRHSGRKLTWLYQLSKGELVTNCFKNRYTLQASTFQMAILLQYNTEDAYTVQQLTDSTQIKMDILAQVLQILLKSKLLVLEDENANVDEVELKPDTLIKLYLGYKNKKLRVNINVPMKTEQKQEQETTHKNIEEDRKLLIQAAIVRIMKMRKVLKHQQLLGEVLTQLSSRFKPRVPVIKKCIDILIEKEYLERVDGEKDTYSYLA
# Starred values were filed as active, the others as inactive. A portion of the library; rates above refer to the full screens.
SMILES,RBX1-CUL1 inh
O=C(Nc1ccc(Oc2ccccc2)nc1)C1CCCCN1Cc1cccnc1 (configuration not stated),-9.0
CN(C(=O)c1nn(C)c2c1CS(=O)(=O)c1ccccc1-2)c1cccc(Cl)c1,3.2
O=C(NNC(=O)C(F)(F)F)c1ccc(Cl)cc1Cl,-3.1
O=C(Nc1ccc2nc(SCC(=O)N3CCOCC3)sc2c1)c1cccc(Br)c1,26.9*
COc1ccccc1OCC(=O)Nc1nc(-c2ccc(Br)cc2)ns1,-15.2
CCOc1ccc(CNC(=O)c2cc3ccccn3n2)cc1,-1.2
O=C(Nc1cc(Cl)cc(Cl)c1)C(=S)N1CCOCC1,-12.1
Cc1nnc(SCCc2ccccc2)[nH]c1=O,3.3
COc1ccc(N(C)C(=O)c2cc3c(s2)-c2c(C)cccc2OC3)c(OC)c1,-5.5
CCCn1c(=N)c(C(=O)NCc2ccccc2)cc2c(=O)n3cccc(C)c3nc21,-2.4
COC(=O)c1ccc2[nH]c(C)c(CN3CCCCCC3)c(=O)c2c1,4.1
CC(=O)N1CCN(c2ccc(N)cc2C)CC1,-8.7
CCOC(=O)c1cccc(NS(=O)(=O)c2ccc(-c3coc(C)n3)cc2)c1,-3.5
Fc1ccc(-n2nnnc2SCc2ccc(Cl)cc2)cc1Cl,12.5
Cc1ccc(NC(=O)COc2ccccc2/C=C2/C(=O)NC(=S)N(c3ccc(F)cc3)C2=O)cc1,-7.2
Cc1cccc(N(CC(=O)NCCSc2ccc(Cl)cc2)S(=O)(=O)c2ccccc2)c1C,1.4
O=C(CSc1oc(-c2ccco2)nc1S(=O)(=O)c1ccc(Cl)cc1)c1ccccc1,-3.5
COc1ccc(C2C3CCCC=C3C(C#N)C(=N)C2(C#N)C#N)cc1COc1cccc(C(F)(F)F)c1 (configuration not stated),17.1
COc1ccc(NC(=O)c2sc(-c3ccccc3)nc2-c2ccccc2)cc1,7.7
Cc1cc(C)cc(NC(=O)CSc2nc3nccnc3c(=O)n2CCc2c[nH]c3ccccc23)c1,0.7
Cc1ccc(COc2cccc(/C=N/NS(=O)(=O)c3ccc(C)cc3)c2)cc1,2.2
COc1ccc(-n2nnnc2-c2cnc(N3CCOCC3)nc2C(F)(F)F)cc1,0.9
CC(NC(=O)c1ccc2c(c1)CCN2S(=O)(=O)c1ccc(Cl)cc1)c1ccccc1 (configuration not stated),6.7
O=C(NC(Nc1cccc([N+](=O)[O-])c1)C(Cl)(Cl)Cl)c1cccc(Cl)c1 (configuration not stated),1.3
O=C(COc1ccccc1)Nc1cc(C(F)(F)F)cc(C(F)(F)F)c1,0.7
CCCOc1ccc(Cc2c(O)nc(N)[nH]c2=O)cc1C,4.8
CC1CCCN(c2ccc(C3Nc4ccc5ccccc5c4C4=C3C(=O)CC(C)(C)C4)cc2[N+](=O)[O-])C1 (configuration not stated),-7.7
Cc1ccc(NC(=O)CCc2nc(-c3ccccc3F)no2)c(C)c1,-4.4
COC(=O)C1=C(C)OC(=N)C(C#N)C1c1ccc(C(=O)OC)cc1 (configuration not stated),-4.6
CN(Cc1ccccc1)C(C(=O)NC1CCCCC1)c1ccc(Cl)cc1 (configuration not stated),4.8
COc1ccc(C(=O)Nc2ccc3[nH]c4c(c3c2)CCCC4)cc1OC,5.2
C/C=C(\C)CN1CCCC(CCC(=O)NCc2ccc(OC)cc2OC)C1 (configuration not stated),7.7
COc1ccc(OC)c(S(=O)(=O)Nc2cc3c(C(C)=O)c(C)oc3c3ccccc23)c1,-5.2
CC(C)COc1cccc(-c2cc(C(=O)NC(=S)Nc3cccc(O)c3)c3ccccc3n2)c1,-5.2
O=C1NN(c2ccc(Br)cc2)C(=O)/C1=C\c1ccc(F)cc1,86.3*
CCOC(=O)C(N=Nc1ccc([N+](=O)[O-])cc1)SCCCC(=O)O (configuration not stated),5.4
Cc1c(CN(C)C(=O)c2nn3c(c2Br)NC(c2cccs2)CC3C(F)(F)F)cnn1C (configuration not stated),-7.8
Cc1sc2ncnc(SC(c3ccccc3)c3ccccc3)c2c1C,7.5
COc1ccc(S(=O)(=O)NCc2cccn2Cc2cccc(C)c2)cc1OC,4.6
Cc1ccc(C)c(C2c3c(n[nH]c3-c3ccc(C)c(C)c3)OC(=N)C2C#N)c1 (configuration not stated),-2.0
CN(c1ncccc1CNC(=O)CCN1CCCCO1)C1CCCCC1,8.8
OCc1cc(Cl)c(OCc2cccc3ccccc23)c(Cl)c1,3.7
COc1ccc(N2C(=O)C(=O)C2c2ccc(C)cc2)cc1 (configuration not stated),-3.6
Cc1ccc(CN2C(=O)SC(Nc3ccccc3)C2=O)cc1 (configuration not stated),-1.8
COc1cc2c(cc1CN1C[C@H]3OC(=O)N(C4CCCC4)[C@H]3C1)CCC2,-4.4
Cc1cc2[nH]c3c4ccccc4ncc3c2cc1C,-0.7
CCOC(=O)c1cc(S(=O)(=O)Nc2ccc(Br)c(C)c2)[nH]n1,-1.9
Cc1nc(N2CCCC2)c2c(C(=O)Nc3cccc(Cl)c3)c(C)oc2n1,-1.5
Cc1ccccc1NC(=O)CCSc1nnc(-c2ccccc2)o1,2.5
Fc1ccc(F)c(NCn2nc(C34CC5CC(CC(C5)C3)C4)oc2=S)c1,3.8
COc1cccc(-c2noc(-c3cc4ccccc4oc3=O)n2)c1OC,8.0
COC(=O)c1ccc(N2CCN(Cc3nc(Cc4cccc(F)c4)no3)CC2)cc1,0.7
CCCCSc1nnc2c(n1)OC(c1cc(Br)c(OCc3ccccc3)c(OCC)c1)N(C(C)=O)c1ccccc1-2 (configuration not stated),21.4
CC(C)OCCCNC(=O)c1ccc(-n2c(-c3ccccc3)cc3c2CCCC3)cc1,-3.3
O=C1NC(=S)S/C1=C/c1ccccn1,-3.8
CN(Cc1cccnc1)Cc1cccc(-c2nc(C3CCCC3)cc(=O)[nH]2)c1,-2.4
CCc1nn(-c2cc(Oc3cccc4ccccc34)nc(-c3ccccc3)n2)c(N)c1C#N,3.8
CCc1ccccc1Nc1cc(C(=O)NCCCN(C)C2CCCCC2)c2ccccc2n1,-3.9
COc1cccc(CNC(=O)N2CCC(Cn3cc(CO)nn3)CC2)c1,36.0*
Cc1ccc2oc(=N)c(C(N)=O)cc2c1,0.9

# Structural class, the compounds so far containing a furan ring, fused or not.
SMILES,RBX1-CUL1 inh
O=C(CSc1oc(-c2ccco2)nc1S(=O)(=O)c1ccc(Cl)cc1)c1ccccc1,-3.5
COc1ccc(OC)c(S(=O)(=O)Nc2cc3c(C(C)=O)c(C)oc3c3ccccc23)c1,-5.2
Cc1nc(N2CCCC2)c2c(C(=O)Nc3cccc(Cl)c3)c(C)oc2n1,-1.5

# Additional results
SMILES,RBX1-CUL1 inh
COc1cc(NC(=O)CC2NC3CCCCC3NC2=O)cc(OC)c1 (configuration not stated),1.9
CC1CCN(C(=O)c2cnn(-c3cccc(Cl)c3)c2C2CCN(C(=O)OC(C)(C)C)CC2)CC1,-2.6
O=C(O)CCc1ccc(-n2cnnn2)cc1,4.2
O=C(NCc1ccc(F)cc1)C1CCN(S(=O)(=O)c2ccc3c(c2)CCCN3C(=O)C2CCC2)CC1,-5.3
Cc1ccc(CNC(=O)CCc2nnc(-c3cc(C)oc3C)o2)o1,0.3
CN(C)C(=O)CSc1n[nH]c(=S)s1,-3.5
Cc1csc2nc(-c3ccccc3)cn12,-2.9
Cc1cc(F)ccc1NC(=O)c1c(-c2c(F)cccc2Cl)noc1C,10.0
CN1C(=O)CC(CC(=O)N(CCO)Cc2ccccc2)(c2ccc(-c3ccccc3)cc2)C1=O (configuration not stated),6.6
CC(=O)NC(=S)Nc1ccc(NC(=O)COc2ccc(C(C)C)cc2)cc1,-2.8
COc1ccc(Cl)cc1NC(=O)CCS(=O)(=O)c1cccc2nonc12,3.2
O=C(Nc1ccc(S(=O)(=O)Nc2nccs2)cc1)c1ccccc1Cl,-6.5
COc1ccc(N2C=C(C)C3=S2N(c2ccccc2)N=C3C)cc1 (configuration not stated),-0.4
Cc1noc(C)c1C(=O)CCCCCCCCCCCCCCC(=O)O,-8.9
CC1(C)CC(C)(C#N)OC(=S)N1 (configuration not stated),-5.2
Cc1c(CNC2CCCCC2)c(C(=O)O)c(C)n1Cc1ccc(F)cc1,-3.0
Cc1nnc(NC(=O)c2oc3cc(C)c(C)cc3c2C)s1,-4.9
C=CCOc1ccc(CNC(C)(C)C)cc1OC,3.8
CCn1cc(/C=c2/sc3n(c2=O)C(c2ccc(Cl)cc2)C(C(=O)Nc2ccccc2)=C(C)N=3)c(C)n1 (configuration not stated),4.6
CCOc1ccc(-c2nn(CC(=O)NC3CCCCC3)c3c2cnc2ccc(C)cc23)cc1,1.1
Cc1cccc(NC(=O)CSC2=Nc3ccccc3C3=NC(CCC(=O)NCc4ccc(F)cc4)C(=O)N23)c1 (configuration not stated),9.3
CCOc1ccc(C2CC(c3cccc(OC)c3)=Nc3nnnn32)cc1 (configuration not stated),1.4
Cc1cccc2oc(CNC(=O)Nc3nc(-c4ccccc4)ns3)nc12,7.0
Nc1c(Cl)cc(N2C(=O)c3cccc4cccc(c34)C2=O)cc1Cl,-5.3
CCc1nc(SCC(=O)Nc2ccccc2C(=O)OC)n[nH]1,-10.7
NC(=O)c1ccccc1NC(=O)C1CCCN(c2ncnc3onc(-c4ccc(F)cc4)c23)C1 (configuration not stated),17.0
Cc1ccc(C(=O)NCC(=O)OCc2cc(=O)n3nc(C4CCCCC4)sc3n2)cc1,-2.7
CSc1ccccc1C(=O)NCc1c(C)ncc2c1CCN(C(=O)c1ccsc1)C2,3.5
O=C(Nc1ccc(Cl)cc1)C1CCCN(S(=O)(=O)c2ccc3[nH]c(=O)ccc3c2)C1 (configuration not stated),-3.4
O=C(NCc1ccc(Cl)cc1)C1CCCN(c2ncnc3onc(-c4ccc(F)cc4)c23)C1 (configuration not stated),-6.3
CC12CCC(C(=O)Nc3ccc(Cl)cc3)(OC1=O)C2(C)C (configuration not stated),-10.5
O=C(Nc1ccc(OCC2CCCO2)cc1)NC1CCCCC1 (configuration not stated),-8.6
COCCN1CCCC2(CCN(C(=O)Nc3cccc(F)c3)C2)C1=O (configuration not stated),-8.8
c1ccc(Sc2ccc(-c3ccccc3)nn2)cc1,3.3
Cc1cccc(CS(=O)(=O)N(C)Cc2ccccc2)c1,14.1
CCOC(=O)N1CCC(NC(=O)C2CC23CCN(C(=O)CSc2ccccc2)CC3)CC1 (configuration not stated),3.1
COc1ccc(CNC(=O)c2sc3nc[nH]c(=O)c3c2C)cc1,0.3
CCn1c(C)c(C)c2cc(C(=O)NCCc3ccc(C)cc3)ccc21,-8.6
CC1(C)Cc2nc(N3CCOCC3)ncc2C(NC(=O)COc2ccccc2)C1 (configuration not stated),-5.1
COC(=O)c1ccc(S(=O)(=O)N2CCCCC2C)cc1 (configuration not stated),11.8
CCOC(=O)N1CCN(CC(O)COc2cc(C)ccc2C(C)C)CC1 (configuration not stated),10.5
Cc1ccc(NC(=O)Cn2nc(-c3ccccc3)nc2-c2ccccc2)cc1[N+](=O)[O-],-5.4
CC#CC(=O)N1CCCC1C(=O)Nc1ccccc1-c1ccc(OC)cc1 (configuration not stated),10.0
CCc1ccc(NC(=O)CSCCO)cc1,-8.7
CCc1ccc2occ(CC(=O)Nc3nnc(SC)s3)c2c1,3.7
CCNC(=O)c1c(NC(=O)Cc2coc3ccc(CC)cc23)sc2c1CCCC2,-7.1
O=C(NCCO)c1cc2ccccc2c(=O)s1,-2.7
COc1ccc(CC2=NOC(C(=O)N3CCN(c4cccc(OC)c4)C(=O)C3)C2)cc1 (configuration not stated),7.3

# Continued (7 carried over from the part before).
SMILES,RBX1-CUL1 inh
Cc1ccc(NC(=O)Cn2nc(-c3ccccc3)nc2-c2ccccc2)cc1[N+](=O)[O-],-5.4
CC#CC(=O)N1CCCC1C(=O)Nc1ccccc1-c1ccc(OC)cc1 (configuration not stated),10.0
CCc1ccc(NC(=O)CSCCO)cc1,-8.7
CCc1ccc2occ(CC(=O)Nc3nnc(SC)s3)c2c1,3.7
CCNC(=O)c1c(NC(=O)Cc2coc3ccc(CC)cc23)sc2c1CCCC2,-7.1
O=C(NCCO)c1cc2ccccc2c(=O)s1,-2.7
COc1ccc(CC2=NOC(C(=O)N3CCN(c4cccc(OC)c4)C(=O)C3)C2)cc1 (configuration not stated),7.3
Cc1nc(C2CCCN(C(=O)C3CC(=O)OC34CCCCC4)C2)cc(=O)[nH]1 (configuration not stated),8.0
O=C(O)c1cccc(NS(=O)(=O)c2cccc(C(=O)O)c2)c1,-1.9
Cc1ccc2c(=O)cc(C(=O)Nc3sc4c(c3C(=O)NCc3ccccc3)CCCC4)oc2c1C,-7.0
COc1ccc(OCc2ccc(-c3c(C#N)c(N)nc4c3CCCCC4)o2)cc1,-14.4
CC1C(=O)SC2(CCCCC2)N1c1ccc(Br)cc1 (configuration not stated),-6.1
N#CC1C(=N)OC2=C(C(=O)CCC2)C1c1ccc(Br)cc1F (configuration not stated),2.8
CC(C)(C)C1CC=C(C(=O)O)CC1 (configuration not stated),4.2
CC1=NN(c2cc(S(=O)(=O)O)cc(C(=O)O)c2O)C(=O)C1,69.2*
O=C(Oc1ccccc1)c1cc2cc(Br)cc(Br)c2oc1=O,4.8
O=c1[nH]cc(I)cc1I,3.0
COc1ccc(F)c(CC2(CCC(=O)NCC3CCCN(c4ncccn4)C3)CCC(=O)N2)c1 (configuration not stated),10.8
N#Cc1c(N)c(C(=O)c2ccccc2)n2c1CCCC2,-2.7
C=CCOc1cccc(C(=O)N2CCOc3ccc(CN4CCN(c5ncccn5)CC4)cc3C2)c1,15.7
CC(=NCCN1CCN(C(C)=C2C(=O)c3ccccc3C2=O)CC1)C1C(=O)CC(C)(C)CC1=O,-2.2
Cc1ccc(C2C=NC(=O)NC2=O)s1 (configuration not stated),0.7
Nc1c(F)c(F)c(F)c(F)c1F,-7.0
CCOC(=O)c1c(-c2ccccc2)csc1NC(=O)CSc1ncnc2sc(C)c(C)c12,-1.3
Cc1c(C(=O)N(C)c2ccccc2)nnn1-c1ccc(Br)cc1,14.6
c1ccc(CCC2CCCN(C3CCN(Cc4cccnc4)CC3)C2)cc1 (configuration not stated),1.5
O=C(Nc1ccc2oc(-c3cccnc3)nc2c1)c1ccc(-c2ccc(Cl)cc2)o1,8.8
